Screens as filed in PubChem BioAssay.
Growth percent in the NCI-60 one-dose screen (48 h, 10 µM unless noted): 100 = growth as untreated, 0 = no growth, -100 = all killed.
SK-MEL-5 – SK-MEL-5 melanoma | 80,000 tested, 6.4% active
HS 578T – HS 578T breast cancer | AID 1794788 | 78,000 tested, 4.1% active
UACC-62 – UACC-62 melanoma | AID 1794756 | 81,000 tested, 5.4% active
UACC-257 – UACC-257 melanoma. 78,000 tested, 4.4% active. AID 1794764
MALME-3M – MALME-3M melanoma | 78,000 tested, 5.8% active | AID 1794766
SK-MEL-2 – SK-MEL-2 melanoma. 77,000 tested, 4.7% active. AID 1794763
SK-MEL-28 – SK-MEL-28 melanoma; 81,000 tested, 4.1% active; AID 1794761
LOX IMVI – LOX IMVI melanoma; 79,000 tested, 7.4% active; AID 1794757
The depositor's hits bear a star; / = not tested or not shown; & = joins results of further samples. Rule for the calls: active = growth percent below 10; inactive = the rest.

cpd	Molecule	SK-MEL-5	MALME-3M	LOX IMVI	UACC-62	SK-MEL-28	HS 578T	UACC-257	SK-MEL-2
1	Fc1c(F)c(F)c(Br)c(F)c1F	107	111	106	95	108	104	83	89
2	NC(N)=Nc1ccc(S(=O)(=O)O)cc1	101	103	97	87	103	105	99	107
3	Cc1ccnc2ccccc12	108	87	96	/	118	106	101	103
4	CCCCCCCCCCCCSC(=O)C(Cl)(Cl)Cl	107	114	67	108	115	106	105	/
5	CCc1ccc(Nc2ncnc3c2c(C)nn3-c2ccc(Cl)cc2)cc1	101	100	/	91	105	105	107	108
6	Cn1cc(-c2csc(-c3cn(CCNC(=O)OC(C)(C)C)c4ccccc34)n2)c2cccnc21	20	83	82	/	94	82	92	88
7	Cc1cc(O)c(C(C)C)cc1N	99&106	112&113	95&98	111&97	111&113	100&120	111&107	119&113
8	Oc1cc(OCc2ccc(Cl)cc2)ccc1-c1[nH]ncc1Oc1ccccc1	98	118	89	77	93	90	94	88
9	Cc1nc2sccn2c1-c1csc(Nc2ccccc2Cl)n1	12	56	46	47	66	77	46	34
10	Cc1cccc(C(=O)N(C(C)C)C(C)C)c1	95	96	96	97	103	91	87	/
11	O=C(NNc1nc(Cl)nc(N2CCN(C(c3ccccc3)c3ccccc3)CC2)n1)c1ccccc1	79	-14*	-89*	3.4*	-6.3*	36	-1.6*	-27*
12	O=C1/C(=C/C2=Cc3ccccc3OC2)SC(=S)N1c1ccc(O)cc1	94	86	93	84	102	97	109	103
13	CCCC(NC(=O)CN1C(=O)/C(=C/C(C)=C/c2ccccc2)SC1=S)C(=O)O (configuration not stated)	101	94	98	95	104	100	101	106
14	O=C(CSc1nc2ccccc2c(=O)n1CCc1ccccn1)NNC(=O)c1ccc(Cl)cc1	95	83	101	98	105	/	96	93
15	CCOC(=O)n1ncc2c(Nc3ccc(NS(=O)(=O)c4ccccc4)cc3)ncnc21	91	97	93	87	98	95	93	109
16	C[C@]12C=CC(=O)C=C1CCC1C2[C@@H](O)C[C@@]2(C)C1CC[C@]2(O)C(=O)COC(=O)CCC(=O)O (some centres not stated)	113	95	102	104	107	119	99	117
17	O=c1c(O)c(-c2ccccc2)oc2ccc(O)cc12	87	111	68	96	110	81	87	86
18	O=C1CCC(NC(=S)Nc2ccccc2)N1 (configuration not stated)	106	100	97	100	108	105	104	103
19	Cc1ccc2[nH]c(=O)c(Cc3cc(-c4ccccc4)n[nH]c3=O)cc2c1	102	106	88	80	99	88	102	99
20	COc1ccc(Nc2nc3sc4cc(Cl)c(Cl)cc4n3c(=O)c2C#N)cc1	90	103	98	94	113	94	102	101
21	O=C(c1ccccc1)c1c(/C=C/c2ccccc2)nc2ccccc2c1/C=C/c1ccc(Br)cc1	101	106	91	82	108	91	100	110
22	Cc1ccc(C(=O)N2C/C(=C/c3ccc(F)cc3)C(=O)/C(=C/c3ccc(F)cc3)C2)cc1	95	98	54	86	105	107	94	84
23	CCCOc1ccc(/C=N/NC(=O)c2ccncc2)cc1	102	111	91	91	109	97	85	96
24	C[C@@H]1CC[C@@H]2[C@@H]1[C@H](OC(=O)/C=C/c1ccccc1)[C@]1(C3CCCCC3)C[C@@H](NC(=O)CO)[C@@]2(C)O1	104	99	100	97	99	8.4*	110	96
25	CCNC(=O)COc1ccc(Br)cc1Br	92	104	105	96	117	95	92	104
26	OC[C@H]1OC([S-])[C@H](O)[C@@H](O)[C@@H]1O.[Au+] (some centres not stated)	68	137	50	63	69	73	90	/
27	COc1ccc(NC(=O)CCn2ccccc2=O)cc1	/	/	/	102	103	107	106	121
28	CCCCOC(=O)c1cc(Cl)c(O)c(OC)c1	107	111	96	89	107	108	100	114
29	CCCc1cc(=O)[nH]c(-n2[nH]c(=O)cc2N)n1	101	79	96	110	116	110	98	86
30	Oc1ccccc1/C=N/C(/N=C/c1ccccc1O)c1ccccc1O	103	88	94	97	106	104	96	106
31	Nc1ccc2c(S(=O)(=O)O)ccc(S(=O)(=O)O)c2c1	94	109	98	90	116	/	95	103
32	FC(F)(F)c1ccc(-c2nc(-c3nc4cc(Cl)c(Cl)cc4[nH]3)c3ccccn23)cc1	53	22	63	71	57	3.8*	93	69
33	CC(=O)[C@@H]1CC[C@]2(COS(=O)(=O)c3ccc(C)cc3)CC[C@]3(C)[C@H](CC[C@@H]4[C@@]5(C)CCCNC(C)(C)[C@@H]5CC[C@]43C)[C@@H]12	76	88	14	59	86	82	50	105
34	Cc1ccc(S(=O)(=O)Oc2ccc3c(ccn3C(=O)C34CC5CC(CC(C5)C3)C4)c2)cc1	95	97	85	91	106	92	101	109
35	CC1=Nc2cnc(Nc3ccc(OCCN(C)C)cc3)nc2Nc2ccccc21	93	60	58	90	101	55	107	70
36	COc1ccc(CNC(=O)[C@H](O)[C@@H](N)Cc2ccccc2)cc1	105	108	98	97	107	102	108	123
37	NC(N)=NC(N)=NCCCc1ccco1	101	96	97	113	99	109	100	96
38	O=C1c2ccc(Cl)cc2C(=O)c2ccc(Cl)cc21	103	103	94	101	110	109	112	102
39	Nc1ccc(S(=O)(=O)c2ccc(NCNc3nc(N)nc(N)n3)cc2)cc1	109	130	111	103	108	93	95	112
40	N=C(N)c1ccc(-c2ccc(-c3ccccc3)o2)o1	30	50	14	62	69	46	69	45
41	CS(=O)(=O)Nc1ccc(C(=O)NCc2ccc(N3CCOCC3)cc2)cc1	/	101	97	108	103	90	98	109
42	O=C(OCc1ccc([N+](=O)[O-])o1)c1ccc(Cl)cc1	97	105	102	105	109	109	96	92
43	N#C/C(=C\c1ccc(Cl)cc1)C(=O)NNc1nc2ccccc2[nH]c1=O	97	105	104	97	108	99	104	106
44	Nc1nc(SCc2cccc(CCl)c2)c2ncn(Cc3cccc(CCl)c3)c2n1	102	114	99	/	111	116	95	/
45	CCCCN(CCCC)CC(O)c1cc2ccc(C(F)(F)F)cc2c2cc(C(F)(F)F)ccc12 (configuration not stated)	94	92	56	90	98	96	78	97
46	C=C(C)[C@@H]1CC[C@]2(C(=O)OC)CC[C@]3(C)[C@H](CC[C@@H]4[C@@](C)(CC/C(N)=N/O)[C@H](C(=C)C)CC[C@]43C)[C@@H]12	94	98	/	100	101	94	103	98
47	O=S(=O)(NC1CCc2ccccc21)c1ccccc1 (configuration not stated)	107	103	99	101	101	96	108	120
48	COc1ccc(NC2=C(Br)C(=O)C(C)=C(C)C2=O)cc1	92	94	-36*	84	103	97	73	92
49	N#CC1=C(n2cccc2)OC2=C(C(=O)CCC2)C1c1cccs1 (configuration not stated)	67	69	67	73	75	89	62	50
50	COc1cc(/C=C/c2cc(/C=C/c3ccc(O)c(OC)c3)n(C(=O)c3ccccc3Br)n2)ccc1O	-1.9*	23	9.3*	3.5*	29	3.6*	87	-0.3*

New compounds follow:
cpd	Molecule	SK-MEL-5	MALME-3M	LOX IMVI	UACC-62	SK-MEL-28	HS 578T	UACC-257	SK-MEL-2
51	CCOC1(C)C(=O)C(C)(C)C1(C)Cl (configuration not stated)	110	100	96	103	109	134	101	95
52	Cc1nn(-c2ccc(Cl)cc2)c(=O)n1CCn1ccnc1	106	114	93	102	101	92	102	112
53	COc1cc(C2C3=C(COC3=O)N(CCO)c3cc4c(cc32)OCCO4)cc(OC)c1O (configuration not stated)	13	65	33	34	/	22	46	77
54	NC(=N\N=C\c1ccccc1)/C(N)=N/N=C/c1ccccc1	109	128&118	110&95	103&112	99&97	116&118	116&96	103&108
55	Cc1cccc(CC(=O)c2ccccc2)n1	97	92	76	75	105	91	93	97
56	CS/C(C#N)=C(\C#N)SC	104	98	94	92	109	105	97	107
57	NS(=O)(=O)c1cccc(N/C=C/C(=O)c2cc3ccccc3oc2=O)c1	94	88	93	96	109	86	104	100
58	O=C(/C=C/c1ccc(Cl)cc1)c1ccc(Nc2nc(NCCO)nc(Nc3ccc(Cl)cc3)n2)cc1	81	90	37	61	78	77	96	96
59	COc1ccc(CSc2nc3cc(OC)c(OC)cc3c(=O)n2-c2ccccc2OC)cc1	100	103	97	104	106	102	/	103
60	COc1ccc(-c2nnc(-c3ccc4c(c3)nc(-c3ccncc3)n4C3CCCCC3)o2)cc1	17	82	72	68	95	69	78	77
61	CC(C)C1=C[C@@]23CC[C@@H]4[C@](C)(CCC[C@@]4(C)C(=O)OCC#CCN4CCOCC4)[C@H]2C[C@@H]1[C@H]1C(=O)CCC(=O)[C@H]13	106	108	91	78	95	103	99	90
62	CCOC(=O)c1cc(C(=O)N2c3ccccc3Sc3ccccc32)n2c3ccccc3n(C)c12	99	99	91	91	100	90	99	99
63	COc1ccc(-c2nnc(CNc3ncccn3)o2)cc1	97	/	103	103	112	114	94	102
64	Cc1ccc2c(c1)/C(=N\N=C/c1cn(C(C)C)c3ccccc13)C(=O)N2	66	16	20	50	73	74	60	81
65	Cc1cccc(C)c1NC(=O)Nc1cccc(C#N)c1	100	96	93	89	99	94	93	110
66	O=C(Nc1ccccc1)c1cc2ccccc2s1	57	108	83	67	107	98	95	72
67	O=CC(OC(=O)c1ccccc1)C(OC(=O)c1ccccc1)C(COC(c1ccccc1)(c1ccccc1)c1ccccc1)OC(=O)c1ccccc1 (configuration not stated)	70	68	14	63	0.3*	52	/	97
68	C1=C(c2ccccc2)CCCC1	92	97	94	92	124	91	106	102
69	O=C(Nc1ccc2ncnc(Nc3ccc(F)c(Cl)c3)c2c1)c1cccs1	67	66	51	56	66	72	101	91
70	O=c1cc(Cl)c(=O)[nH][nH]1	101&100	100&112	97&101	106&101	104&105	94&95	97&103	109&106
71	CCOC(=O)CCCCC1C(CCCC(=O)OCC)C=NN1C (configuration not stated)	103	/	103	94	103	112	116	106
72	CCNCCC(=O)N1[C@@H](c2ccc(Cl)cc2)c2[nH]c3ccccc3c2C[C@@H]1OC(C)=O	98	94	91	89	101	93	100	116
73	Cn1c(O)c(C(=NCCN)c2ccccc2)c(=O)n(C)c1=O	103	109	97	98	125	113	98	87
74	O=C(Nc1ncc(Cc2cccc(C(F)(F)F)c2)s1)c1ccc2c(c1)OCCO2	-21*	50	41	40	73	21	46	40

In the list so far, these have a carbonyl joined to an NH by a bond outside any ring.
cpd	Molecule	SK-MEL-5	MALME-3M	LOX IMVI	UACC-62	SK-MEL-28	HS 578T	UACC-257	SK-MEL-2
6	Cn1cc(-c2csc(-c3cn(CCNC(=O)OC(C)(C)C)c4ccccc34)n2)c2cccnc21	20	83	82	/	94	82	92	88
11	O=C(NNc1nc(Cl)nc(N2CCN(C(c3ccccc3)c3ccccc3)CC2)n1)c1ccccc1	79	-14*	-89*	3.4*	-6.3*	36	-1.6*	-27*
13	CCCC(NC(=O)CN1C(=O)/C(=C/C(C)=C/c2ccccc2)SC1=S)C(=O)O (configuration not stated)	101	94	98	95	104	100	101	106
14	O=C(CSc1nc2ccccc2c(=O)n1CCc1ccccn1)NNC(=O)c1ccc(Cl)cc1	95	83	101	98	105	/	96	93
23	CCCOc1ccc(/C=N/NC(=O)c2ccncc2)cc1	102	111	91	91	109	97	85	96
24	C[C@@H]1CC[C@@H]2[C@@H]1[C@H](OC(=O)/C=C/c1ccccc1)[C@]1(C3CCCCC3)C[C@@H](NC(=O)CO)[C@@]2(C)O1	104	99	100	97	99	8.4*	110	96
25	CCNC(=O)COc1ccc(Br)cc1Br	92	104	105	96	117	95	92	104
27	COc1ccc(NC(=O)CCn2ccccc2=O)cc1	/	/	/	102	103	107	106	121
36	COc1ccc(CNC(=O)[C@H](O)[C@@H](N)Cc2ccccc2)cc1	105	108	98	97	107	102	108	123
41	CS(=O)(=O)Nc1ccc(C(=O)NCc2ccc(N3CCOCC3)cc2)cc1	/	101	97	108	103	90	98	109
43	N#C/C(=C\c1ccc(Cl)cc1)C(=O)NNc1nc2ccccc2[nH]c1=O	97	105	104	97	108	99	104	106
65	Cc1cccc(C)c1NC(=O)Nc1cccc(C#N)c1	100	96	93	89	99	94	93	110
66	O=C(Nc1ccccc1)c1cc2ccccc2s1	57	108	83	67	107	98	95	72
69	O=C(Nc1ccc2ncnc(Nc3ccc(F)c(Cl)c3)c2c1)c1cccs1	67	66	51	56	66	72	101	91
74	O=C(Nc1ncc(Cc2cccc(C(F)(F)F)c2)s1)c1ccc2c(c1)OCCO2	-21*	50	41	40	73	21	46	40

Whole records, looked up by structure. Order of values: SK-MEL-5, MALME-3M, LOX IMVI, UACC-62, SK-MEL-28, HS 578T, UACC-257, SK-MEL-2
Oc1cc(OCc2ccc(Cl)cc2)ccc1-c1[nH]ncc1Oc1ccccc1 is entered as 98, 118, 89, 77, 93, 90, 94, 88
CCOC(=O)CCCCC1C(CCCC(=O)OCC)C=NN1C (configuration not stated) is entered as 103, /, 103, 94, 103, 112, 116, 106
